Compound activity (PubChem)
HSP90 refold inh – blocks HSP90-mediated luciferase refolding in reticulocyte lysate | Rabbit reticulocyte lysate, luciferase refolding luminescence, 3 h | hit rate 0.91% among 290,000 | inhibition, % at 5.6 µM | AID 1789;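 active means inhibition above the screen-wide mean plus 3 SD, computed separately per campaign, cut at about 16% in these data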;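 further: 0% = DMSO wells and 100% = 60 µM geldanamycin wells; inhibitors lower the luminescence because luciferase stays unfolded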
AI-2 QS mod – modulates the Vibrio harveyi AI-2 quorum sensing system. AID 2094. hit rate 0.4% among 300,000. Vibrio harveyi JMH597 AI-2 luminescence/OD600 ratio, 9 h; active compounds read low; strain lacks LuxN and CqsS sensors; 0 = neutral-control median. activity change, % at 7.5 µM; in the data active means activity change below about -75%, passing the limit was not always enough;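 further: luminescence divided by OD600 gain over 9 h not by final OD600 alone; inactives centre near 13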
Dyrk1A ADPGlo – blocks rat Dyrk1A kinase activity. ADP-Glo luminescence, NFATc1 peptide. inhibition, % at 12.5 µM. Q63470. hit rate 0.43% among 310,000; in the data active means inhibition above about 50%;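 further: plate controls were vehicle with enzyme for no effect and no enzyme for full effect; many of its hits are not listed in these tables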
GSK3beta inhib – inhibitors of human GSK3beta kinase; AID 2097; hit rate 0.038% among 300,000; activity score (negative = inhibition), % at 10 µM; P49841; GST-GSK3beta kinase, ADP-Glo luminescence, 60 min; active compounds read low;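 active means more than half of replicate wells score below -50%, meaning over 50% inhibition versus plate controls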;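 further: 0% = median DMSO wells and -100% = median GW8510 positive control wells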
Target sequence (P49841 whole entry, looked up): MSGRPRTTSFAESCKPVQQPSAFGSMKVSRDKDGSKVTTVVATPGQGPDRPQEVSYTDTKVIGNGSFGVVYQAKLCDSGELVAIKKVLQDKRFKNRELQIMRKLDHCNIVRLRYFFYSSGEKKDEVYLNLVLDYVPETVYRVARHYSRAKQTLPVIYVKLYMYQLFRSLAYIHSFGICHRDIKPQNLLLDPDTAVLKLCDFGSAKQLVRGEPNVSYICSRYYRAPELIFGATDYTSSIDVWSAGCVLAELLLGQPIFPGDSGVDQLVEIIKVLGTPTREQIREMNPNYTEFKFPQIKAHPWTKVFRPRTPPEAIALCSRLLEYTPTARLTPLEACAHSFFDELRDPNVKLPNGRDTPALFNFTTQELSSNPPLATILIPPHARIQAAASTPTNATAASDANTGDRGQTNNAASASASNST
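test system = GST-tagged human GSK3beta kinase, cell-free | reagent = 25 µM ATP with peptide substrate | dosing = one dose of 10 µM per compound | schedule = 60 min reaction, RT | detection = luminescent ADP-Glo measurement of ADP formed | control set = DMSO neutral wells and GW8510 at 20 µM as positive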
HSF1 inh – HSF1 inhibition; activity change, negative = inhibition, % at 7.5 µM (by protocol); AID 2098; NIH3T3-HGL HSE-luciferase, MG132-induced, luminescence 8 h; active compounds read low; hit rate 0.77% among 300,000;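 active means more than half of replicate wells show activity change below -50%, luminescence cut by over half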;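 further: luciferase reports HSF-1 transcriptional activity via heat shock element; 0% = median of DMSO wells and -100% = zero luminescence signal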
PolyA inhibitor – yeast polyadenylation inhibition | S. cerevisiae SKY197-pL101 polyadenylation reporter, beta-gal luminescence; efflux-impaired pdr1/pdr3 knockout yeast; score 100 = 6 SD above DMSO | calls only at 12 µM | hit rate 0.02% among 300,000;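 active means lowest replicate activity score at least 50, where 100 means six control SD above control mean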;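 further: yeast exposed to compound for 9 h at 30 °C; higher score means more reporter readthrough which indicates perturbed polyadenylation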
GSK3A inh – blocks human GSK-3 alpha kinase | ADP-Glo luminescence, 60 min | inhibition, % at 10 µM | hit rate 0.1% among 320,000 | P49840;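 in the data active means inhibition above about 50%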;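 further: GST-tagged GSK-3 alpha with peptide substrate and 25 µM ATP; 0% = DMSO neutral wells and 100% = GW8510 positive control wells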
Platelet DG rel – modulates dense granule release in human platelets; human platelet-rich plasma, SFLLRN dense granule ATP release, luminescence; hit rate 0.22% among 300,000; inhibition, %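 (compounds screened at 7.5 µM in platelet-rich plasma)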; AID 1663;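 active means mean replicate score, as percent of positive control, at or above 50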
HDAC3 inhib – inhibitors of human histone deacetylase 3; hit rate 0.15% among 320,000; recombinant HDAC3, fluorogenic peptide/trypsin coupled, fluorescence; O15379; AID 2718; inhibition, % at 8.3 µM; in the data active means inhibition above about 26%, passing the limit was not always enough
Target sequence (O15379 whole entry, looked up): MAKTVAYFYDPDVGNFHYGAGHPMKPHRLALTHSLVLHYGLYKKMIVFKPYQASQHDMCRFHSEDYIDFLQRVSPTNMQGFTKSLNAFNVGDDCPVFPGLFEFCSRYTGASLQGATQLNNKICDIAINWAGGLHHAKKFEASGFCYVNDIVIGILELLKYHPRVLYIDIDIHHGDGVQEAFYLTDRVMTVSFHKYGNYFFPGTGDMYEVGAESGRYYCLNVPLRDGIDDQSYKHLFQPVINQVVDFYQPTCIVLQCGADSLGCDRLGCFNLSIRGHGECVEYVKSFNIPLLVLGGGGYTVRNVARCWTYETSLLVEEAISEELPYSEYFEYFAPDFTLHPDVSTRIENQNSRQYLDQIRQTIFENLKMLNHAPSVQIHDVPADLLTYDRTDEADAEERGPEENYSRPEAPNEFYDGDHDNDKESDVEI
HSF-1 act – increases HSF-1 driven luciferase reporter signal. AID 504408. hit rate 1.7% among 300,000. NIH3T3-HGL HSF-1 luciferase reporter, MG132, 8 h; 100% = twice DMSO control signal. activation, % at 9 µM;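 active means mean replicate activation of at least 50% with a set share of replicates each reaching 50%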;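 further: 0% = median of the neutral control wells and 100% = twice that signal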
An asterisk follows results filed as active; i = inactive; . = not tested or not shown. Only part of the results is shown; rates above refer to the full screens.

compound,HSP90 refold inh,AI-2 QS mod,Dyrk1A ADPGlo,GSK3beta inhib,HSF1 inh,PolyA inhibitor,GSK3A inh,Platelet DG rel,HDAC3 inhib,HSF-1 act
CC(C)(C)NC(=O)NC(=O)Cn1ccsc1=N,1,21,5,1,1,i,.,12,.,18
CSCCC(NC(=O)C1CCCC1)c1nnc2ccccn12 (centres undefined),3,13,-4,1,-5,i,3,-11,-6,-10
CC1=C(C(=O)OCc2ccccc2)C(c2ccoc2)C(C#N)=C(N)O1 (centres undefined),8,18,0,3,-1,i,-4,1,2,-1
Cc1ccsc1/C=N/N=C1\C(=O)Nc2ccccc21,0,20,.,1,4,i,-2,4,2,5
CCN(CC)CCCNC(=O)c1cc2c(=O)[nH]c3ccc(C)cc3c2s1,1,3,26,-4,-11,i,3,2,-28,-4
CC(=O)NC1(C(F)(F)F)NC(=O)N(c2ccc(F)cc2)C1=O (centres undefined),0,18,1,-1,-7,i,-2,-1,-1,-2
COc1ccc(N2C(=O)CC(Sc3nc(C)cc(C)c3C#N)C2=O)cc1 (centres undefined),1,25,.,5,-5,i,-6,2,0,-11
COc1ccc(OC)c(Nc2c3c(nc4ccccc24)CCC3)c1,1,42,-5,-1,-24,i,-2,-4,7,-23
Cc1cc2oc(=O)sc2cc1NS(=O)(=O)c1cccc2cccnc12,0,19,5,0,3,i,0,6,-1,-1
O=C(c1ccccc1[N+](=O)[O-])N1CCN(c2ccc(N3CCOCC3)nn2)CC1,.,9,-3,4,-1,i,2,6,-7,-1
Cc1c(NC(=O)c2cc3c(s2)CCCC3)c(=O)n(-c2ccccc2)n1C,-1,20,.,4,1,i,-2,1,4,11
Cc1ccc(CS(=O)(=O)CCC(=O)NCCC2=CCCCC2)cc1,0,17,2,3,-7,i,-4,15,-1,-5
COc1cccc(/C=N/NC(=O)c2cccc3ccccc23)c1,-6,26,10,-3,-2,i,-2,0,-2,13
CC1CC(C)CN(S(=O)(=O)c2ccc(NC(=S)NC(=O)c3ccccc3)cc2)C1 (centres undefined),-2,21,6,5,-7,i,-1,5,-3,-2
Cn1c(SCC(=O)N/N=C/c2ccncc2)nc2ccccc21,-3,10,.,-2,-4,i,3,11,-2,-1
CN(CC(=O)Nc1cccc(F)c1)C(=O)CCc1nc2cc(S(=O)(=O)N3CCOCC3)ccc2n1C,.,28,8,-3,1,i,-2,24,-1,12
CN1C(=O)c2cccc3c(S(=O)(=O)Nc4ccccn4)ccc1c23,2,2,19,4,18,i,4,0,0,28
COc1cccc(C(C)NC(=O)Cc2cccs2)c1 (centres undefined),-4,21,7,-5,-9,i,-1,1,-1,-1
O=C(CCN1C(=O)/C(=C/c2ccccc2Cl)SC1=S)NCCCN1CCOCC1,2,-3,.,2,0,i,2,-4,2,4
COc1cccc(NC(=O)Cn2c(=O)oc3cc(S(=O)(=O)N4CCCC4)ccc32)c1,1,7,3,2,-56*,i,-1,1,4,-68
Cc1ccccc1S(=O)(=O)NNC(=O)C(=O)NNc1ccccn1,1,-10,7,-2,0,i,-3,-4,-2,-3
CCOC(=O)c1c(C)[nH]c(C(=O)OCC(=O)Nc2cc(Cl)ccc2OC)c1C,6,12,0,-3,25,i,0,-1,-7,53*
CC(=O)Nc1cccc(NC(=O)c2c(-c3ccccc3Cl)noc2C)c1,5,26,.,-3,4,i,1,6,0,-7
CCNC(=O)CC1C(=O)N(c2ccc(C)cc2)C(=O)N1CCc1ccc(OC)c(OC)c1 (centres undefined),-1,14,-3,1,-6,i,-2,-2,-2,-10

Next results follow.
Order of values: HSP90 refold inh	AI-2 QS mod	Dyrk1A ADPGlo	GSK3beta inhib	HSF1 inh	PolyA inhibitor	GSK3A inh	Platelet DG rel	HDAC3 inhib	HSF-1 act
> COC(C)(C)c1cc(C(C)(C)C)nc(N)n1
→ -3	17	5	0	0	i	-1	7	5	-6
> COc1ccc(CC(=O)Oc2ccc(C#N)cc2)cc1
→ -4	29	-3	-1	1	i	0	0	-1	5
> CCOC(=O)C1=C(Cn2ccc(C(F)(F)F)n2)NC(=O)NC1c1ccc2c(c1)OCO2 (centres undefined)
→ 0	15	.	2	17	i	0	6	5	40
> Cc1cccc(C(=O)Oc2c(Br)cc(Br)cc2/C=N/NC(=O)c2ccncc2)c1
→ 1	4	3	1	-7	i	-2	3	-1	4
> Cc1ccccc1OCC(=O)NCC(c1cccs1)N1CCOCC1 (centres undefined)
→ .	28	0	-1	-5	i	-1	1	-1	-5
> N#Cc1c(-c2ccccc2)nc(SCC(=O)Nc2nnc(C(F)(F)F)s2)[nH]c1=O
→ -6	18	4	2	-3	i	-3	-5	3	14
> COc1cccc(-c2nnc(SCc3ccc(C#N)cc3)n2Cc2ccco2)c1
→ 3	30	3	2	-2	i	-4	-16	0	-6
> COc1cc(/C=C/CN2CCN(CCC(C)C)C(CCO)C2)ccc1O (centres undefined)
→ 0	15	0	0	-9	i	-3	15	-2	-5
> FC(F)(F)c1cccc(NCc2cn3cccnc3n2)c1
→ 3	2	1	0	-5	i	-2	-2	-2	17
> O=C(COc1ccccc1-c1ccccc1)NCCN1C(=O)S/C(=C\c2cccnc2)C1=O
→ 5	16	-4	0	5	i	-6	2	5	13
> COc1ccc(/C=C/C(=O)Nc2nc(C)c(C(=O)N(C)C)s2)cc1OC
→ 6	-5	-2	-3	-1	i	-1	-3	6	5
> O=C(NN1C(=O)C2C(C1=O)C1C=CC2C12CC2)c1cccc(Cl)c1 (centres undefined)
→ 3	18	.	2	2	i	-5	2	-3	-3
> CCOc1ccc(/C=N/OCC(=O)Nc2ccc(OCc3ccccc3)cc2)cc1OC
→ 1	8	4	-2	-7	i	4	13	-3	14
> Cc1cc2ccccn2c1C(=S)NC(=O)c1ccccc1
→ -1	13	5	-3	-12	i	-1	2	5	12
> COCCNC(=S)NNC(=O)c1cccs1
→ 2	-1	-1	5	3	i	-2	9	-3	12
> CCOC(=O)Cn1c(=O)oc2cc(S(=O)(=O)NCC3CCCO3)ccc21 (centres undefined)
→ -2	5	0	2	-2	i	-2	6	9	3
> CCOc1ccccc1NS(=O)(=O)c1ccc(-n2cccn2)cc1
→ 4	-7	-6	-8	-1	i	.	-4	5	-4
> Cc1ccc(C(=O)CCC2CCCCC2=O)cc1 (centres undefined)
→ -5	-28	-10	0	5	i	-3	1	0	10
> O=C(Cn1c(CO)nc2ccccc21)Nc1cc(C(F)(F)F)ccc1N1CCOCC1
→ -3	15	-2	1	7	i	1	0	1	-12
> CCN(c1ccccc1)S(=O)(=O)c1ccc(C(=O)Nc2ccccn2)cc1
→ .	-3	0	2	10	i	-4	3	5	22
> N#Cc1ccsc1NC(=O)COC(=O)c1cc2ccccc2cc1O
→ 4	29	1	2	0	i	-1	-5	-1	10
> CCCCNC(=O)Cn1cnc2sc(C)c(S(=O)(=O)N3CCN(c4ccccc4OC)CC3)c2c1=O
→ -4	22	-3	-6	-3	i	-2	1	7	-18
> O=C1NC(=S)S/C1=C1\Sc2ccccc2N1CCCS(=O)(=O)O
→ 0	24	-1	-3	1	i	3	1	6	-15
> O=[N+]([O-])c1cccc(C2(O)COc3ccccc3O2)c1 (centres undefined)
→ 3	-2	0	-1	-6	i	1	.	-3	-3
> CCOC(=O)CNC(=O)CSc1nc2c(C)cccc2cc1CC
→ -2	23	-3	-1	-4	i	1	4	-7	5
> CC(C)N1CCN(C(=O)c2ccc(OC3CCN(CCc4ccccc4)CC3)cc2)CC1
→ 1	-3	0	2	4	i	1	-8	0	-1
> O=C(OCN1C(=O)c2ccccc2C1=O)c1cccs1
→ -3	17	2	-1	.	i	5	0	4	.

A stretch from the list above, as a working copy:
Order of values: HSP90 refold inh	AI-2 QS mod	Dyrk1A ADPGlo	GSK3beta inhib	HSF1 inh	PolyA inhibitor	GSK3A inh	Platelet DG rel	HDAC3 inhib	HSF-1 act
> CCN(c1ccccc1)S(=O)(=O)c1ccc(C(=O)Nc2ccccn2)cc1
→ .	-3	0	2	10	i	-4	3	5	22
> N#Cc1ccsc1NC(=O)COC(=O)c1cc2ccccc2cc1O
→ 4	29	1	2	0	i	-1	-5	-1	10
> CCCCNC(=O)Cn1cnc2sc(C)c(S(=O)(=O)N3CCN(c4ccccc4OC)CC3)c2c1=O
→ -4	22	-3	-6	-3	i	-2	1	7	-18
> O=C1NC(=S)S/C1=C1\Sc2ccccc2N1CCCS(=O)(=O)O
→ 0	24	-1	-3	1	i	3	1	6	-15
> O=[N+]([O-])c1cccc(C2(O)COc3ccccc3O2)c1 (centres undefined)
→ 3	-2	0	-1	-6	i	1	.	-3	-3

2 of these compounds in a different format.
> Cc1ccccc1S(=O)(=O)NNC(=O)C(=O)NNc1ccccn1
- HSP90 refold inh = 1
- AI-2 QS mod = -10
- Dyrk1A ADPGlo = 7
- GSK3beta inhib = -2
- HSF1 inh = 0
- PolyA inhibitor = i
- GSK3A inh = -3
- Platelet DG rel = -4
- HDAC3 inhib = -2
- HSF-1 act = -3
> CCOC(=O)c1c(C)[nH]c(C(=O)OCC(=O)Nc2cc(Cl)ccc2OC)c1C
- HSP90 refold inh = 6
- AI-2 QS mod = 12
- Dyrk1A ADPGlo = 0
- GSK3beta inhib = -3
- HSF1 inh = 25
- PolyA inhibitor = i
- GSK3A inh = 0
- Platelet DG rel = -1
- HDAC3 inhib = -7
- HSF-1 act = 53*
